Screening results (PubChem)
STK33 kinase inh = inhibitors of purified STK33 kinase, primary screen, biochemical, ADP-Glo luminescence, homogeneous, cell-free | Serine/threonine-protein kinase 33 (Homo sapiens), Q9BYT3 | MBP phosphorylation | inhibition, % at 10 µM | hit rate 0.073% among 320,000 | AID 2661, 2010;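 active = inhibition at or above 25%, using the most active replicate where run in duplicate; inactive = inhibition below 25%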
Target sequence (Q9BYT3 whole entry, looked up): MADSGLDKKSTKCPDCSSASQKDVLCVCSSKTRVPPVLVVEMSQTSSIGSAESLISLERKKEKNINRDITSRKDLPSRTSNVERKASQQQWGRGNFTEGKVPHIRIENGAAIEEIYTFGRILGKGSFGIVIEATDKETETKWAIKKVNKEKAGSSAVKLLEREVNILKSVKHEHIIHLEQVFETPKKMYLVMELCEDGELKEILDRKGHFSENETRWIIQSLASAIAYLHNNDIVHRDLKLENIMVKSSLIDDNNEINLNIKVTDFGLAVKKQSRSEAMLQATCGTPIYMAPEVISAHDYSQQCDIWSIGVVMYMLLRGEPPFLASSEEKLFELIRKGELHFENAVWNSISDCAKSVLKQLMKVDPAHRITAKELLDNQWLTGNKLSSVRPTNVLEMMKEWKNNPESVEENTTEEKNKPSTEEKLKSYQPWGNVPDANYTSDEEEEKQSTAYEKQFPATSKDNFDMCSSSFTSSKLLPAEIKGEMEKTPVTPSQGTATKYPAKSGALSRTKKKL
OX1R FRET antag = antagonists of human orexin 1 receptor (OX1R) | AID 485270, 2010 | OX1R-expressing cells, FRET antagonist read-out | Orexin/Hypocretin receptor type 1 (Homo sapiens), O43613 | hit rate 1.8% among 330,000 | inhibition, % at 6.6 µM; in the data active = inhibition mostly above about 38%, no sharp cut-off; inactive = mostly below about 40%;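 also: 0% = agonist challenge alone and 100% = reference antagonist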
Target sequence (O43613 whole entry, looked up): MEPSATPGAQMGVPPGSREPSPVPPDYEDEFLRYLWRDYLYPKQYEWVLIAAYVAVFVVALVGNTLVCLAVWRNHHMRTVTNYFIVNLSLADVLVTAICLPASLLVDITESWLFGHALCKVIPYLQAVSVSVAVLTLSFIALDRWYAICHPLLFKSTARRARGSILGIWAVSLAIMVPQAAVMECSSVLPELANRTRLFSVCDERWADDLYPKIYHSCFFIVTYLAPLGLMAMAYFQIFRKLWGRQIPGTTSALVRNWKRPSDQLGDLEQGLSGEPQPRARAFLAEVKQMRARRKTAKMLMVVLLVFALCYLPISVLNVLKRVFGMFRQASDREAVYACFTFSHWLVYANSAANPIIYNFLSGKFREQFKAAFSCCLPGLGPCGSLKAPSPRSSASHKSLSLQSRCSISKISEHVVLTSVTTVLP
Starred values were filed as active, the others as inactive; / = no result given.

canonical_smiles,STK33 kinase inh,OX1R FRET antag
COc1cccc(-c2nnc(SCC(=O)N(C(C)C)C(C)C)o2)c1,-0.4,15
Clc1ccc2oc3c(Cl)ncnc3c2c1,1.1,10
CCN(CC(=O)NCc1cccs1)CC(=O)Nc1ccccc1C,-0.2,-2
COc1c(S(=O)(=O)NCCCn2ccnc2)ccc(Cl)c1Cl,-2.2,8
CN1CCN(S(=O)(=O)Cc2ccccc2Cl)CC1,-1.9,20
Cc1ccc(SCC(=O)NC(=O)NCCC(C)C)c(C)c1,-1.1,11
O=C(NCc1ccc(Cl)cc1)c1cnccn1,-0.5,6
Cc1ccc(-c2csc(NC(=O)Cc3cccs3)n2)cc1C,-0.9,27
O=C(NC1CCCCC1)c1ccc(CS(=O)(=O)Cc2ccccc2F)o1,0.0,20
OCCNc1nc(-c2ccccc2)nc2ccccc12,0.3,23
CCc1ccc(-n2nc3ccc(NC(=O)c4ccc5c(c4)OCO5)cc3n2)cc1,0.0,15
Cc1ccc(/C=N/N2C(=O)C3C(C2=O)C2C=CC3C23CC3)o1 (stereo unspecified),0.4,1
Nc1nc(-c2ccccc2)c(N=Nc2ccccc2Cl)s1,0.5,5
COc1cccc(OC)c1CNC(=O)C1CCC(=O)N(CC2CCCCC2)C1 (stereo unspecified),0.4,17
COc1ccc(C2CC(c3cccs3)=NN2S(C)(=O)=O)cc1 (stereo unspecified),-0.8,14
O=C(O)c1cc([N+](=O)[O-])ccc1NCc1ccccc1,-1.1,18
N#Cc1cc(Oc2cccc3cccnc23)c(-n2nnc3ccccc32)cc1C#N,-0.9,18
O=c1c(Cl)c(NCCCO)cnn1-c1nc2ccccc2[nH]1,-1.5,10
Cc1cccc(C(=O)NCC(=O)NC2CCC(C)CC2)c1 (stereo unspecified),-2.6,5
O=C(O)C1CC(O)CN1S(=O)(=O)c1ccc2ccccc2c1 (stereo unspecified),-2.9,2
CCOC(=O)C1=C(C)N=c2s/c(=C\c3cc(OC)c(OC)c(OC)c3)c(=O)n2C1/C=C/c1ccccc1 (stereo unspecified),-1.0,9
Cn1nc(C(F)(F)F)c(-c2ccccc2)c1NC(=O)c1cccnc1,0.1,1
CCC1CCC(C(=O)NC(CCSC)C(=O)NCCN(CC(C)C)CC(C)C)CC1 (stereo unspecified),-2.1,3
O=C(COC(=O)COc1ccc2ccccc2c1)Nc1cc(C(F)(F)F)ccc1N1CCOCC1,-2.2,10

Some of these compounds in order of the STK33 kinase inh value, largest number first.
canonical_smiles | STK33 kinase inh
COc1ccc(C2CC(c3cccs3)=NN2S(C)(=O)=O)cc1 (stereo unspecified) | -0.8
CCOC(=O)C1=C(C)N=c2s/c(=C\c3cc(OC)c(OC)c(OC)c3)c(=O)n2C1/C=C/c1ccccc1 (stereo unspecified) | -1.0
O=C(COC(=O)COc1ccc2ccccc2c1)Nc1cc(C(F)(F)F)ccc1N1CCOCC1 | -2.2

Following part:
canonical_smiles,STK33 kinase inh,OX1R FRET antag
CC1(C)Oc2ccc(C(=O)NC3CC3)cc2N(CC(=O)N2CCOCC2)C1=O,0.7,6
O=C(COc1ccc(C(F)(F)F)cc1[N+](=O)[O-])Nc1cccc(C(F)(F)F)c1,-0.1,4
Cc1nn(-c2ccccc2)c2c1c(C)c(CCC(=O)N1CCOCC1)c(=O)n2C,0.4,1
CCCCC(=O)Nc1cc([N+](=O)[O-])ccc1Cl,0.6,15
O=c1[nH]cnc2c1c(-c1ccccc1)cn2-c1cccc(Cl)c1,-0.5,0
CCn1c(=O)cc(OCC(=O)O)c2ccccc21,0.3,9
O=C(Nc1ccccc1)OCCCc1ccccc1,-1.1,10
Cc1c(C#N)c(N)c(C(=O)c2ccccc2)n1Cc1ccccc1,0.5,17
O=C(COc1ccc2ccc(=O)oc2c1)NCc1ccccn1,0.3,24
COc1ccc(NC(=O)N2CCCC2C(=O)Nc2ccc(C)cc2)cc1 (stereo unspecified),-1.7,9
COC(=O)Cn1cc(S(=O)(=O)NCc2ccc(C)cc2)c2cc([N+](=O)[O-])ccc21,-1.9,/
CCC(CC)c1nnc(NC(=O)CCN2C(=O)c3ccccc3C2=O)s1,-1.6,11
O=C1NC(=Nc2ccc(F)cc2)SC1Cc1ccc(F)cc1 (stereo unspecified),-2.6,4
CC(=O)c1ccc(OCc2cc(C(=O)NCCc3ccc(Cl)cc3)no2)cc1,1.0,18
Cc1ccc(NC(=O)c2ccncc2)cc1S(=O)(=O)N(C)C,/,16
COc1ccc(CN2CCN(Cc3ccc(C)cc3)CC2)c(OC)c1,0.3,4
O=C1CCCC2=C1C(c1cccs1)CC(=O)N2c1ccc(F)cc1 (stereo unspecified),-0.4,2
S=c1[nH]nc(-c2ccco2)n1-c1ccc(Br)cc1,0.1,-2
O=C(Nc1ccncc1)c1ccccc1[N+](=O)[O-],/,15
CCOC(=O)c1[nH]c(C)c(C(=O)Nc2cc(OC)ccc2OC)c1C,2.2,28
C=CCn1c(SCC(=O)Nc2ccc(N3CCOCC3)cc2)nnc1-c1ccco1,-0.8,11
CCCCn1c(N)c(N(Cc2ccccc2OC)C(=O)COc2ccc(F)cc2Cl)c(=O)[nH]c1=O,-0.4,12
CN(C)c1cccc(N(C)C)c1CNC(=O)C(C)(C)C,-3.4,8
CCOC(=O)Nc1sc2c(c1C#N)CCCC2,2.7,12
O=C(N/N=C/c1ccc(Cl)c(Cl)c1)c1ccc2nc[nH]c2c1,3.8,32
Cc1nc(N2CCOCC2)sc1C=O,-1.2,25
CC1CC(C)CN(S(=O)(=O)c2ccc(NC(=O)CCNC(=O)c3ccc([N+](=O)[O-])cc3)cc2)C1 (stereo unspecified),0.1,6
CCOC(=O)Cc1csc(SCc2nc3sc4c(c3c(=O)[nH]2)CCC4)n1,-0.8,3
O=C(Nc1ccsc1C(=O)N1CCCC1)c1ccccc1,-0.7,9
Cn1c(CN2CCN(c3cccc(Cl)c3)CC2)nc2ccccc21,-2.1,4
COc1ccc(OC)c2c(=O)cc(C(=O)O)[nH]c12,-1.3,35
Cn1nnnc1Sc1ccc([N+](=O)[O-])cc1Cl,-0.5,31
O=C(Nc1ccc(O)c2c(=O)cc(-c3ccccc3Cl)oc12)c1cccs1,-0.9,25
CCOC(=O)c1cc(C)n(-c2ccc(OC)c(OC)c2)c1C,-1.7,8
C[C@@H](C(=O)OCn1nnc2ccccc2c1=O)N1C(=O)C2CCCCC2C1=O (stereo partly specified),-0.2,15
COc1cc(/C=C2/C(=O)ON=C2C)ccc1OCc1ccccc1F,-3.0,-6
CN(C)c1nc(N(C)C)nc(N2CC(=O)N(c3ccccc3)C2=N)n1,-0.1,16
O=C(Nc1ccc(CN2CCCCC2)cc1)Nc1ccc(Br)cc1Cl,0.9,12
c1ccc(Oc2cccc(OCCCCSc3ncccn3)c2)cc1,-1.7,16
COc1ccc(CNc2oc(-c3cccc4ccccc34)nc2P(=O)(OC)OC)cc1,-2.5,7
CC(C)C(NC(=O)c1ccccc1)C(=O)N/N=C\c1ccco1 (stereo unspecified),-0.5,5
COc1cc(OC)cc(C(=O)N2CCC(N3CCCCCC3)CC2)c1,-1.2,5
CCOC(=O)c1ccc(NC(=O)CSc2nc(N3CCOCC3)nc(N3CCOCC3)n2)cc1,0.7,19
Cc1nn(Cc2ccccc2)c(C)c1NC(=O)CSc1nc2sc3c(c2c(=O)n1C)CCC3,-2.5,2
CCOC(=O)C1CCCN(CC(O)COCc2ccc3c(c2)OCO3)C1 (stereo unspecified),-1.0,19
COc1ccc(CNC(=O)CN2C(=O)c3ccccc3C2=O)cc1,0.5,-3
O=C1c2ccc(-c3ccc(Cl)c(C(F)(F)F)c3)cc2S(=O)(=O)c2cccc(C(=O)N3CCN(c4ncc(Br)cn4)CC3)c21,-1.6,17
CN(C)C(=O)N1CCC(C(=O)NCc2ccc3c(c2)OCO3)CC1,-1.2,1

Individual results from the list:
COc1cc(OC)cc(C(=O)N2CCC(N3CCCCCC3)CC2)c1 in STK33 kinase inh → -1.2
Cc1nn(Cc2ccccc2)c(C)c1NC(=O)CSc1nc2sc3c(c2c(=O)n1C)CCC3 in OX1R FRET antag → 2
O=C(Nc1ccc(CN2CCCCC2)cc1)Nc1ccc(Br)cc1Cl in OX1R FRET antag → 12

Further compounds follow.
canonical_smiles,STK33 kinase inh,OX1R FRET antag
Cn1c(=O)cc(SCC(=O)NCCCN2CCOCC2)c2ccccc21,-1.5,21
O=C(O)c1c(C(=O)O)c(-c2ccc(F)cc2)n2c1CCC2,0.3,9
CCC(=O)NC(=S)Nc1ccc(N2CCN(C(=O)c3ccc(Cl)cc3)CC2)cc1,-1.0,12
N#Cc1ccc2ccn(CC(=O)N3CCCc4ccccc43)c2c1,-1.2,19
O=C(O)c1ccc(Nc2ncc([N+](=O)[O-])cc2[N+](=O)[O-])cc1,-1.4,93*
Cc1ccc(NC(=O)CC2S/C(=N/N=C3/NC(=O)CS3)NC2=O)cc1 (stereo unspecified),-2.2,6
S=C(Nc1ccccc1)N1CCn2c(nc3ccccc32)C1,-0.1,10
Cc1ccc(OCc2cc(C(=O)N3CCN(c4ccccc4)CC3)no2)cc1C,1.4,15
CCOC(=O)c1ccc(N2C(=O)C=CC2=O)cc1,-0.3,9
CCc1ccc2nc(SCC(=O)N(CC)CC)c(C#N)cc2c1,1.0,23
Cc1ccc(-c2nc(C3CCCN(S(=O)(=O)c4ccc(C(C)(C)C)cc4)C3)no2)cc1 (stereo unspecified),-2.2,7
O=C(CSc1ccc(C(F)(F)F)cn1)Nc1ccccc1,-1.5,11
O=C(COc1ncnc2ccccc12)NCCc1ccccc1,-1.8,19
COc1cc(Br)c(CCNC(=O)Cc2ccccc2)cc1OC,-0.8,14
O=C(CNc1ccc(C(F)(F)F)cc1)Nc1cccc(S(=O)(=O)N2CCCC2)c1,0.0,2
CCOC(=O)/C(C#N)=N/Nc1c(C)n(C)n(-c2ccccc2)c1=O,1.0,9
Cc1ccc(NC(=O)CN(C)C(=O)c2n[nH]c(=O)c3ccccc23)cc1,-0.9,19
Cc1ccc(-c2nc3cccnc3s2)cc1NC(=O)c1ccco1,1.8,11
CC(C)N(Cc1ccccc1)C(=O)C1CCCN(c2ncnc3c2nc2n3CCCCC2)C1 (stereo unspecified),1.4,16
CN(C)S(=O)(=O)c1ccc(C(=O)NCCS(=O)(=O)N2CCN(c3ccc(F)cc3)CC2)cc1,-3.0,9
Cc1cccc(OCc2nnc(SCC(=O)O)n2-c2ccccc2)c1,-1.2,-5
COc1ccccc1N1CCN(C(c2ccc(C)cc2)c2nnnn2C(C)C)CC1 (stereo unspecified),0.0,14
O=C(NCC1COc2ccccc2O1)c1cccc(S(=O)(=O)NCc2ccccc2)c1 (stereo unspecified),-1.2,51*
Cc1cccc(/C=C/C(=O)c2cc(Br)ccc(=O)c2O)c1,-0.1,14
O=C(CC(NS(=O)(=O)c1ccc(Cl)cc1)c1ccco1)NCc1cccnc1 (stereo unspecified),-1.9,28
Nc1ccc(S(=O)(=O)N2CCCC2)cc1Cl,-0.8,18
Cn1c(=O)c2c(nc(N3CCNCC3)n2Cc2cccc3ccccc23)n(C)c1=O,2.2,11
O=C1CC(N2CCN(c3ccccc3)CC2)C(=O)N1c1cccc(Cl)c1 (stereo unspecified),-1.7,5
CCOC(=O)CN1C(=O)C2Cc3ccccc3CN2C1=S (stereo unspecified),0.2,15
CC(=O)Nc1c(O)n(C)c2ccccc12,-0.9,11
COc1ccc(C(Nc2cccc([N+](=O)[O-])c2)P(=O)(OC(C)C)OC(C)C)cc1 (stereo unspecified),-2.0,6
Cc1ccc(Cl)cc1NC(=O)C1C2CCC(O2)C1C(=O)O (stereo unspecified),-0.7,5
CC(C)(C)NC(=O)NCC1CCCC1NC(=O)NC(C)(C)C (stereo unspecified),-0.3,4
CC1(C)Cc2ccccc2-c2nnc(-c3ccc4ccccc4n3)n21,0.3,18
O=c1c2ccccc2ncn1-c1cccc([N+](=O)[O-])c1,-0.7,22
O=C(COc1ccc(/C=C\[N+](=O)[O-])cc1)N1CCOCC1,0.9,43
O=C(COC(=O)C1CC1)NCCc1ccccc1,-0.5,10
CCCCNC(=O)c1cn(C)c2ccc(S(=O)(=O)N3CCCC3)cc2c1=O,-1.7,10
COc1ccc(/C=C2\Oc3cc(OCC(=O)N4CC(O)C[C@H]4C(=O)O)ccc3C2=O)c(OC)c1OC (stereo partly specified),1.5,31
Cc1ccc(NC(=O)N(CCCN2CCOCC2)Cc2cccnc2)cc1C,0.1,11
CCN(C(=O)Cn1c(=O)oc2ccccc21)c1cccc(C(F)(F)F)c1,-0.4,7
CCOC(=O)CC1COCCN1Cc1cn(C)nc1-c1ccccc1F (stereo unspecified),1.2,10
CCOc1ccc(C2c3c(oc4cc(C)c(C)cc4c3=O)C(=O)N2CCCN2CCOCC2)cc1 (stereo unspecified),0.1,8
Cc1ccnc(NS(=O)(=O)c2ccc(N=CC3=C(O)CC(C)(C)CC3=O)cc2)n1,-1.3,9
O=C(CNC(=O)c1ccc(F)cc1)N/N=C/c1cn[nH]c1-c1ccccc1,-0.5,14
CCC(=O)Nc1ccc(C(=O)NNC(=O)Cc2ccccc2)cc1,-2.3,7
CCCN1CN=C(Nc2nc3ccccc3o2)NC1,0.7,13
O=C(Nc1ccccc1N1CCN(c2ccccc2)CC1)C1CCCCC1,-1.4,5

Another view of part of the listing above:
STK33 kinase inh,OX1R FRET antag,SMILES
1.2,10,CCOC(=O)CC1COCCN1Cc1cn(C)nc1-c1ccccc1F (stereo unspecified)
0.1,8,CCOc1ccc(C2c3c(oc4cc(C)c(C)cc4c3=O)C(=O)N2CCCN2CCOCC2)cc1 (stereo unspecified)
-1.3,9,Cc1ccnc(NS(=O)(=O)c2ccc(N=CC3=C(O)CC(C)(C)CC3=O)cc2)n1
-0.5,14,O=C(CNC(=O)c1ccc(F)cc1)N/N=C/c1cn[nH]c1-c1ccccc1
